# ROC1-CUL1 inh – inhibitors of human ROC1-CUL1 ubiquitin ligase activity; E3 ubiquitin-protein ligase RBX1 (Homo sapiens) + Cullin-1 (Homo sapiens), P62877+Q13616; in vitro K48 di-Ub FRET, acceptor:donor ratio, 45 min; inhibition, % at 10 µM; 0.6% of 140,000 active; AID 1347404, 2020; in the data active = inhibition above about 25%
# Target sequence (P62877 whole entry, looked up): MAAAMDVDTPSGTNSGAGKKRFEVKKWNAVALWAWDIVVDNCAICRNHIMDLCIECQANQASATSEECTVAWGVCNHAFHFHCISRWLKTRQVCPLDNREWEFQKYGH
# Target sequence (Q13616 whole entry, looked up): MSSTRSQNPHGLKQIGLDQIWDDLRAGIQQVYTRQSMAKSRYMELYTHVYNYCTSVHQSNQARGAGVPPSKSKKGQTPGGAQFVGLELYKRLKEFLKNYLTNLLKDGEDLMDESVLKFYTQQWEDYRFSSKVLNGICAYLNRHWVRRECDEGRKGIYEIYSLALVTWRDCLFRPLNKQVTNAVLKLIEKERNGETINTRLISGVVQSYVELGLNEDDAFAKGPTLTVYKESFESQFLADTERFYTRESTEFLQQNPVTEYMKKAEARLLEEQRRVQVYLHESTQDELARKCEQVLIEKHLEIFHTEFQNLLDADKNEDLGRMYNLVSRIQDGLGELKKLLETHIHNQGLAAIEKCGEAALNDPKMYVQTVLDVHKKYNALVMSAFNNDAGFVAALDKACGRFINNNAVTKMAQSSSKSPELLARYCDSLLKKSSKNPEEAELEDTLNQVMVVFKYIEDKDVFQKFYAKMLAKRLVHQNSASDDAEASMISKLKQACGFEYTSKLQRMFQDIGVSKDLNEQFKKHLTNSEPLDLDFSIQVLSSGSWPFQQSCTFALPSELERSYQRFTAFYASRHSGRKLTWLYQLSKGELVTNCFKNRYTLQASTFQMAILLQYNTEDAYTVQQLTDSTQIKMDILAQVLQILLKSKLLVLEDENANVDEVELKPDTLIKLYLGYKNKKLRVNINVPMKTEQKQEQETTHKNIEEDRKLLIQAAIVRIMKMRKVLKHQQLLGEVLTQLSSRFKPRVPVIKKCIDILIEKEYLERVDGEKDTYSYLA
# Starred values were filed as active, the others as inactive. Not all compounds are listed. The share of hits here may be higher or lower than overall.
Compound | ROC1-CUL1 inh
O=C(NC1CCCN(CCc2ccccc2)C1)C1CCC1 (stereo not given) | -3
O=C1CCC(CCNCCOc2ccc(F)cc2)N1CCCc1ccncc1 (stereo not given) | 4
CCCNS(=O)(=O)c1cc(C(=O)NC(C)(C)C)ccc1OC | 1
COc1cc2c(cc1OC)CN(S(=O)(=O)c1ccc(Oc3ccccc3Cl)cc1)CC2 | 10
Nc1c(Cl)cc(C(O)CNC2c3ccccc3CSc3ccccc32)cc1Cl (stereo not given) | -3
COc1nccc2c([N+](=O)[O-])cccc12 | 10
CCCCCCCCCn1cc(C#N)c(=O)[nH]c1=O | 4
COc1cccc(OC(=O)CSc2nnc(-c3ccc4c(c3)OCO4)o2)c1 | 1
Cc1ccc(S(=O)(=O)N(C)Cc2nc(-c3ccccc3)oc2C)cc1 | 5
O=C(Nc1ccccn1)c1ccc(N2C(=O)C3C4C=CC(C4)C3C2=O)cc1 (stereo not given) | 13
CCCCNC(=O)c1ccc(N2CCOCC2)cc1 | -7
O=C(Oc1ccc(Br)cc1Br)c1cccc(Br)c1 | -6
CC(C)(C)NC(=O)CSc1ccc(C(C)(C)C)cc1 | 0
COc1ccc(OC)c(-c2csc(-c3c(N)c(C(=O)c4ccccc4)n4ccccc34)n2)c1 | 1
CCCc1c(C(=O)Nc2cccc(C)c2C)nnn1-c1ccccc1 | 3
O=C1NCCCC1C1=NCC(CO)O1 (stereo not given) | 1
CCS(=O)(=O)N1CCC(C(=O)N2CCN(c3cc(Cl)ccc3C)CC2)CC1 | 1
Cc1ccc(C(=O)NC(NCCc2c[nH]c3ccccc23)(C(F)(F)F)C(F)(F)F)cc1 | -1
COc1ccccc1CNC(=O)c1nnn(CC(=O)Nc2c(C)cccc2C)c1N | 9
CCOC(=O)c1ccc(N2C(=O)C(CC(=O)Nc3cccc(OCC)c3)N(NC(=O)c3cccc(F)c3)C2=S)cc1 (stereo not given) | -4
COc1ccc(-c2cc(-c3ccc(F)cc3)nc3c2COc2ccccc2-3)cc1 | 1
COc1ccc2nc(SCC(=O)N3CCC(C)CC3)[nH]c2c1 | -2
CC1=NC(=O)NC(=O)C1S(=O)(=O)Nc1ccc(C)cc1C (stereo not given) | 5
Cc1ccc(F)c(NC(=O)Nc2cccc(F)c2)c1 | 0
O=C(CCC1(Cc2ccc(Cl)cc2)CCC(=O)N1)NCc1cnn(-c2cccc(F)c2)c1 (stereo not given) | 10
Cc1c(C(=O)O)oc2c1C(O)CC(C)(C)C2 (stereo not given) | 0
Cc1nc(N2CCC(C(=O)NC(C)Cc3ccsc3)CC2)nc2cc(S(C)(=O)=O)ccc12 (stereo not given) | 11
Cc1ccc(S(=O)(=O)C(CNC(=O)C(=O)NCc2ccc(Cl)cc2)c2cccs2)cc1 (stereo not given) | 5
O=C(c1ccco1)c1cn(-c2ccccc2)nc1C(=O)c1nc2ccccc2s1 | 6
O=C1C(=O)C(c2ccccc2)Oc2ccc(Cl)cc21 (stereo not given) | 0
Cc1cc(C)c2oc(-c3cccc(NC(=O)c4ccc(Br)o4)c3)nc2c1 | 0
CC(=O)N1CCC(N(Cc2ccco2)C(=O)Nc2cccc(C)c2)CC1 | -4
CCN1C(=O)C(c2ccccc2)(C(Cl)Cl)C(=O)c2ccccc21 (stereo not given) | 4
Cc1ccc(-c2cc(C(=O)N3CCOCC3)c3ccccc3n2)o1 | 8
COc1ccc(C2CC(C(F)(F)F)n3nc(C(=O)Nc4ccccc4C(F)(F)F)c(Cl)c3N2)cc1OC (stereo not given) | -5
Cc1ccccc1C(=O)N1CCN(c2ccc(NC(=O)c3ccccc3Br)cc2)CC1 | 4
C=CC(C)(C)S(=O)(=O)Cc1ccccc1 | 3
O=C(NCC1CCCO1)c1cc2ccccc2[nH]1 (stereo not given) | 1
Cc1ccc(-n2nc3cc(Cl)c(NC(=O)c4cccnc4)cc3n2)cc1 | 1
COc1ccc(CN2CCCC(CO)(Cc3ccccc3F)C2)c(Cl)c1OC (stereo not given) | 16
Cc1ccc(C2(C(=O)N3CCC(c4cc(=O)[nH]c(C)n4)CC3)CC2)cc1 | 2
Clc1cccc(N2CCN(C3CCCN(C4CCSCC4)C3)CC2)c1 (stereo not given) | -7
COc1cc(C=C2C(=O)NC(=S)NC2=O)ccc1OCc1ccc(Cl)cc1Cl | -6
O=C(Cn1c(=O)sc2ccccc21)Nc1cccc(F)c1 | -7
CCOc1ccc(-c2cc3ccccn3c2)cc1[N+](=O)[O-] | 7
O=C1CN(C(=O)c2ccc(Cl)cc2Cl)C(c2ccc(F)cc2)c2cc(F)ccc2N1 (stereo not given) | -3
O=C(Nc1nc(C23CC4CC(CC(C4)C2)C3)cs1)c1ccc(COCC(F)(F)F)cc1 | -2
CCOC(=O)c1cc(-c2ccccc2)sc1NC(=O)Cc1ccccc1 | -6
Cc1n[nH]c(C)c1CNC(=O)C1CCCN(C2CCN(C(C)C)CC2)C1 (stereo not given) | -3
O=C(Nc1ccc2oc(-c3ccccc3Br)nc2c1)c1cc(I)ccc1Cl | -4
COc1ccc(OC)c(S(=O)(=O)NC2CCCCC2C)c1 (stereo not given) | 0
CCOc1ccccc1-n1nnc(S(=O)(=O)c2ccc(C)cc2)c1N | -7
N=C1NC(=O)C(CC(=O)Nc2ccc(SC(F)F)cc2)S1 (stereo not given) | 5
OCCOc1cccc(CN2Cc3ccccc3OC(c3ccccc3F)C2)c1 (stereo not given) | 4
Cc1c(CN2CCOc3ccc(CN4CCC(OCc5ccccc5)CC4)cc3C2)cnn1C | 2
Cc1cc(C(=O)Nc2c(C)nn(Cc3ccc(F)cc3)c2C)no1 | -1
Cc1ccc(/C=C2/SC(=O)N(CO)C2=O)o1 | 0
COc1cc(C)c(C(C)C)cc1S(=O)(=O)NC(C)C | 0
O=C(/C=C/c1ccco1)NCc1cccc(CNC(=O)/C=C/c2ccco2)c1 | 97*
Cc1ccc(OCc2cc(C(=O)N3CCNC(=O)C3)no2)cc1C | -1

# Three records drawn at random from those above, as already listed:
Compound | ROC1-CUL1 inh
N=C1NC(=O)C(CC(=O)Nc2ccc(SC(F)F)cc2)S1 (stereo not given) | 5
COc1ccc(C2CC(C(F)(F)F)n3nc(C(=O)Nc4ccccc4C(F)(F)F)c(Cl)c3N2)cc1OC (stereo not given) | -5
CCOc1ccccc1-n1nnc(S(=O)(=O)c2ccc(C)cc2)c1N | -7

# (list continues)
smiles	ROC1-CUL1 inh
Cc1[nH]nc2c1C(c1c(F)cccc1F)C(C#N)C(=N)O2 (stereo not given)	4
c1ccc(CCc2c[nH]c3ccccc23)nc1	-3
COC(=O)c1cc(NC(=O)CN2CCN(C)CC2)cc(C(=O)OC)c1	13
COc1ccc(OC)c(/C=C/C(=O)Nc2ccc(C(=O)OCCC(C)C)cc2)c1	2
CCCC(C)C(=O)Nc1cc(C)ccc1C (stereo not given)	-2
Cc1ccc(NC(=O)c2ccccc2OCC(=O)Nc2cccc(Cl)c2C)nc1	3
COc1nc(Oc2ccccc2C(C)=O)nc(OC)c1Cl	2
COc1ccc(/C(C)=N/NC(=O)CN(c2ccc(Br)cc2)S(=O)(=O)c2ccccc2)cc1	-6
COc1ccc(NC(=O)c2ccc([N+](=O)[O-])o2)c(OC)c1	-5
CCOC(=O)c1ccc(NC(=O)c2sc3ccccc3c2Cl)cc1	5
Cc1nc(Cn2ccc(-c3cccc(-c4ncccc4F)c3)n2)cs1	-11
O=C(COc1ccc2c(c1)CCC2)N1CCN(c2ccc(F)cc2)CC1	1
COCC(=O)Nc1cccc(Cl)c1Cl	6
COc1ccc(CN=C(C)C2N=C(c3ccc(Cl)cc3)C(=O)O2)cc1 (stereo not given)	3
O=C(NC1CCCCC1)c1ccc2c(c1)N(Cc1ccc(Cl)cc1)C(=O)c1ccccc1S2=O (stereo not given)	4
Cc1cc(NC(=O)c2oc3c(c2C)-c2[nH]ncc2CC3)ccc1Br	18
Cc1cccc(OCCOc2ccccc2/C=C2/C(=N)N3N=C(C(C)C)SC3=NC2=O)c1	0
COc1ccc(OC)c(NC(=O)CCC(=O)O)c1	10
Cc1c(/C=C2\SC(=O)NC2=O)cc(-c2ccccc2)n1-c1ccccc1	2
COc1cccc(-c2ccnc3[nH]c(=O)[nH]c(=O)c23)c1	14
COc1cc(/C=C2/C(=O)SC(=S)N2CC(=O)O)cc(OC)c1	6
COc1ccc(F)c(CN2CCC(n3nccc3NC(=O)C3CCCC3)CC2)c1	-6
COc1ccc(N2C(=O)Cc3cc(OC)c(OC)cc3C2c2ccc(F)cc2)cc1 (stereo not given)	1
O=C(Nc1ccc(-c2ccc(NC(=O)c3ccco3)cc2)cc1)c1ccco1	6
N#CC1C(=N)Oc2cc(N)ccc2C1c1cccc(Br)c1 (stereo not given)	1
COc1ccc(/C=C\C(=O)Nc2c(F)c(F)cc(F)c2F)cc1COc1ccc(Br)cc1	-2
CC(C)N1C(=S)SC(C)(C)C1N(O)C(=O)Nc1ccc(Cl)cc1Cl (stereo not given)	7
NC(=O)C1CCN(C(=O)c2cc(-c3ccccc3)on2)CC1	3
CCOC(=O)c1cccc(NC(=O)c2sc3nc[nH]c(=O)c3c2C)c1	-17
CCC(C)NS(=O)(=O)c1cc(Br)c(C)cc1OC (stereo not given)	2
CCCNCc1cccc(Oc2nnnn2-c2ccccc2)c1	-1
Fc1cccc(F)c1CCC1CCCN(Cc2ncc[nH]2)C1 (stereo not given)	-3
Cc1ccccc1C(=O)Nc1nnc(SCc2cc(=O)n3ccccc3n2)s1	4
Cc1c(-c2csc(NC(=O)c3c(Nc4ccccc4)sc(C(=O)c4nc5ccccc5s4)c3N)n2)c(=O)n(-c2ccccc2)n1C	-2
COCC1CCCN(Cc2c(C(=O)N3CCCCCCC3)nc3ccc(Cl)cn23)C1 (stereo not given)	-3
Cc1cc(Br)ccc1OCC(=O)NNC(=O)c1ccc(Br)o1	-5
Cc1ccc(S(=O)(=O)n2nc(-c3ccc(Cl)cc3)nc2NCc2ccccc2)cc1	5
CCCCNC(=O)c1ccccc1NC(=O)CCc1ccccc1	1
Cc1nn(CCC(=O)NC(C)C)c(=O)c2nn(-c3ccccc3)c(C)c12	-3
O=C(Cn1ncc2c3ccccc3n(Cc3cccc(Cl)c3)c2c1=O)NCc1cccs1	-3
Cc1cc2n(n1)CCC(=O)N2Cc1ccc(C(=O)Nc2cccc(C(F)(F)F)c2)cc1	3
CCC(CC)C(=O)N1CCC(N2CCCC(C(=O)NC3CC3)C2)CC1 (stereo not given)	8
CCN(CC1CCCN(CCc2cccc(OC)c2)C1)C(=O)CCOC (stereo not given)	-1
N#CC1C(=N)OC2=C(C(=O)CCC2)C1c1ccccc1OCc1ccccc1 (stereo not given)	-5
CC(=O)Oc1ccccc1-c1c(C)nn(-c2ccccc2)c1-c1ccco1	-13
Cc1cc(C)cc(-n2c(SCC(=O)NCC3CCCO3)nc3c([nH]c4ccccc43)c2=O)c1 (stereo not given)	-2
CCC1(CC)C(=O)NC(=O)NC1=NCCc1c[nH]c2ccccc12	-1
CSc1nc(C)cc(Nc2c(C)cc(C)cc2C)n1	-13

# 4 of the compounds above, as labelled records.
O=C(Cn1ncc2c3ccccc3n(Cc3cccc(Cl)c3)c2c1=O)NCc1cccs1
  ROC1-CUL1 inh = -3

Cc1cc2n(n1)CCC(=O)N2Cc1ccc(C(=O)Nc2cccc(C(F)(F)F)c2)cc1
  ROC1-CUL1 inh = 3

CCC(CC)C(=O)N1CCC(N2CCCC(C(=O)NC3CC3)C2)CC1 (stereo not given)
  ROC1-CUL1 inh = 8

CCN(CC1CCCN(CCc2cccc(OC)c2)C1)C(=O)CCOC (stereo not given)
  ROC1-CUL1 inh = -1

# The listing picks up, starting three compounds before the break.
smiles	ROC1-CUL1 inh
Cc1cc(C)cc(-n2c(SCC(=O)NCC3CCCO3)nc3c([nH]c4ccccc43)c2=O)c1 (stereo not given)	-2
CCC1(CC)C(=O)NC(=O)NC1=NCCc1c[nH]c2ccccc12	-1
CSc1nc(C)cc(Nc2c(C)cc(C)cc2C)n1	-13
CC(C)(C)c1nnc(NC(=O)c2ccccc2Cl)s1	-4
CCOc1ccc(N=Nc2nc3ccccc3n2C)cc1	0
CC1CN(S(C)(=O)=O)CC(C)O1 (stereo not given)	10
CCOc1ccc(-c2nonc2NC(=O)c2oc3cc(C)ccc3c2C)cc1	9
O=C(Oc1cc(N2C(=O)C3=C(CCCC3)C2=O)c(F)cc1Cl)N1CCCC1	0
Cc1cc(C)c(S(=O)(=O)Nc2cccc(-c3cn4ccccc4n3)c2)c(C)c1	-5
C=C(C)CN1C(=O)C2(OCCO2)c2ccccc21	0
CCOc1ccc2nc(SCC(=O)Nc3nc(OC)cc(OC)n3)sc2c1	5
COc1ccc(S(=O)(=O)N2CC(C)CC(C)C2)cc1C(N)=O (stereo not given)	0
COc1ccc(NC(=O)CSc2nc3sc(C)c(C)c3c(=O)n2Cc2ccco2)cc1Cl	-5
CCc1ccc(NC(=O)C2CC(=O)NC(N3CCCCC3)=N2)cc1 (stereo not given)	11
CCOC(=O)c1ccc(NC(=O)Cn2cnc3sc(C(=O)OCC)c(C)c3c2=O)cc1	12
CC[N+](CC)(CC)CCn1ncc(Cl)c(Cl)c1=O	-2
Cc1ccc(NC(=O)C2=CC(c3ccc4c(c3)OCO4)=NS(=O)(=O)N2C)cc1	5
COc1cccc(C(=O)Nc2cccc(OC(=O)c3ccc(S(=O)(=O)c4ccccc4)cc3)c2)c1	0
CC(=O)OCc1cc(=O)n2nc(C3CCCCC3)sc2n1	2
CC(=O)CSc1nc(Nc2ccccc2)c2c3c(sc2n1)CN(C)CC3	9
CCCCC(=O)Nc1cc(C)c(Cl)cc1OC	0
FC(F)(F)C1(C(F)(F)F)N=C(c2cccc(Cl)c2)OC(N2CCCCC2)=N1	-5
COCCNC(=O)CN(Cc1ccc(C)cc1)S(=O)(=O)c1ccc(C)cc1	-4
CCn1ncc(/C=C/C(=O)c2ccc(I)cc2)c1C	-15
CC1=NN(c2cccc(C(=O)O)c2)C(=O)/C1=c1/s/c(=C2/N(C)c3ccccc3C2(C)C)c(=O)n1-c1ccccc1	-8

# 3 structures out of the list, sorted by count of non-hydrogen atoms, ascending.
smiles	ROC1-CUL1 inh
CC(C)(C)c1nnc(NC(=O)c2ccccc2Cl)s1	-4
CCOc1ccc(-c2cc3ccccn3c2)cc1[N+](=O)[O-]	7
Cc1cc2n(n1)CCC(=O)N2Cc1ccc(C(=O)Nc2cccc(C(F)(F)F)c2)cc1	3

# Screens (PubChem)
